# Screens from PubChem BioAssay.
# Pol beta inh = qHTS Assay for Inhibitors of DNA Polymerase Beta. P06746. Pol beta primer extension/strand displacement, fluorescence kinetic. Potency, µM (top dose mostly 114 µM), for inactives: at the highest dose activity change, negative = inhibition, hits mostly inhibitors. 340,000 tested, 1.3% active. AID 485314, 2010; also: potency is read from the fitted curve at half-maximal effect; % is scaled to controls: 0 for no effect and ±100 for the full control effect
#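 Pol beta (10 nM) was preincubated with compound for 15 min at room temperature. The reaction was then started with 50 nM substrate and read immediately and after a further 10 min at room temperature.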
# BLM inh = qHTS Assay for Inhibitors of Bloom's syndrome helicase (BLM). RecQ-like DNA helicase BLM (Homo sapiens), P54132. Potency, µM (series often up to 56.1 µM), without a hit: at the top dose activity change, negative = inhibition, most hits filed as inhibitors. recombinant BLM DNA unwinding, fluorescence dequenching. 350,000 tested, 0.2% active;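 also: potency is read from the fitted curve at half-maximal effect; plate controls were vehicle for no effect and no enzyme for full effect; nearly all actives have a fitted effect of over 35% in size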
# Anesthetic bind = qHTS Assay for Identification of Novel General Anesthetics. AID 485281, 2010. Ferritin light chain (Equus caballus), P02791. apoferritin/1-aminoanthracene competitive binding, fluorescence. 350,000 tested, 0.074% active. Potency, µM (top dose mostly 77.5 µM), without a hit: at the top dose activity change, negative = displacement, usual class: inhibitors; also: potency is read from the fitted curve at half-maximal effect; % is scaled to controls: 0 for no effect and ±100 for the full control effect; nearly all actives have a fitted effect of over 20% in size
# Target sequence (P02791 2-175 limits assumed): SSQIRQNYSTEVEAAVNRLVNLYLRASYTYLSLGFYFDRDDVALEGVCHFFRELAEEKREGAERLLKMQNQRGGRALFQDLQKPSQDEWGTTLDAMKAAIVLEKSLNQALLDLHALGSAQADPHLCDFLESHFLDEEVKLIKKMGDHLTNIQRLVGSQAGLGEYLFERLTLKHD
#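 In PBS, apoferritin at 10 uM is loaded with 1-AMA from a 50% saturated solution. After 10 min of compound exposure at ambient temperature, reduced 535 nm fluorescence indicates probe displacement.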
# POLK inh = qHTS for Inhibitors of Polymerase Kappa. DNA polymerase kappa (Homo sapiens), Q9UBT6. purified Pol kappa, fluorescent DNA synthesis assay, 10 min. Potency, µM (doses to about 107 µM), for the others: at the highest dose activity, negative = inhibition, hits mostly inhibitors. 400,000 tested, 0.53% active; also: potency is read from the fitted curve at half-maximal effect; % is scaled to controls: 0 for no effect and ±100 for the full control effect
#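 10 nM Pol kappa was preincubated with compounds for 15 min at room temperature. Reaction started with 50 nM (final) substrate. Fluorescence read kinetically at 0 and 10 min.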
# TRHR agonist = qHTS for Small Molecule Agonists and Allosteric Enhancers of Human TRH Receptor: Primary Screen for Agonists; Thyrotropin-releasing hormone receptor (Homo sapiens), P34981; TRHR cells, calcium flux fluo-8, FDSS agonist mode; activation, % at 2 µM; 360,000 tested, 0.18% active; in the data active = activation above about 30%; also: 0% is about no effect
#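 Steps: seed TRHR cells overnight; add fluo-8 no-wash Ca dye, RT 30 min–1.5 h; record 10 s baseline; pin-transfer compounds; monitor fluorescence 1 cycle/s for the agonist window. Calcium increases flag candidate agonists.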
# APE1 inh = qHTS Assay for Inhibitors of the Human Apurinic/apyrimidinic Endonuclease 1 (APE1) | DNA repair nuclease/redox regulator APEX1 (Homo sapiens), P27695 | recombinant APE1, TAMRA/BHQ-2 abasic DNA cleavage fluorescence | Potency, µM (series often up to 65.8 µM), inactives show top-dose activity change, negative = inhibition, hits mostly inhibitors | 350,000 tested, 0.35% active | AID 2517, 2012;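 also: potency is read from the fitted curve at half-maximal effect; plate controls were vehicle for no effect and reference inhibitor for full effect; nearly all actives have a fitted effect of over 55% in size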
#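 Substrate: short duplex with […] THF abasic site, 5'-TAMRA and 3'-BHQ-2, 50 nM final. APE1 at 0.75 nM, preincubated 15 min RT with compound. Fluorescence increase from first to third read measured activity.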
# ALOX12 inh = Primary qHTS assay for inhibitors of human arachidonate 12S-lipoxygenase (ALOX12): Round 2; purified 12hLO, xylenol orange hydroperoxide absorbance; Potency, µM (titrated, usually from 108 µM), for inactives: at the top dose activity change, negative = inhibition, most hits filed as inhibitors; 580,000 tested, 1.1% active; also: potency is read from the fitted curve at half-maximal effect; % is scaled to controls: 0 for no effect and ±100 for the full control effect
# Target sequence (P18054 whole entry, looked up): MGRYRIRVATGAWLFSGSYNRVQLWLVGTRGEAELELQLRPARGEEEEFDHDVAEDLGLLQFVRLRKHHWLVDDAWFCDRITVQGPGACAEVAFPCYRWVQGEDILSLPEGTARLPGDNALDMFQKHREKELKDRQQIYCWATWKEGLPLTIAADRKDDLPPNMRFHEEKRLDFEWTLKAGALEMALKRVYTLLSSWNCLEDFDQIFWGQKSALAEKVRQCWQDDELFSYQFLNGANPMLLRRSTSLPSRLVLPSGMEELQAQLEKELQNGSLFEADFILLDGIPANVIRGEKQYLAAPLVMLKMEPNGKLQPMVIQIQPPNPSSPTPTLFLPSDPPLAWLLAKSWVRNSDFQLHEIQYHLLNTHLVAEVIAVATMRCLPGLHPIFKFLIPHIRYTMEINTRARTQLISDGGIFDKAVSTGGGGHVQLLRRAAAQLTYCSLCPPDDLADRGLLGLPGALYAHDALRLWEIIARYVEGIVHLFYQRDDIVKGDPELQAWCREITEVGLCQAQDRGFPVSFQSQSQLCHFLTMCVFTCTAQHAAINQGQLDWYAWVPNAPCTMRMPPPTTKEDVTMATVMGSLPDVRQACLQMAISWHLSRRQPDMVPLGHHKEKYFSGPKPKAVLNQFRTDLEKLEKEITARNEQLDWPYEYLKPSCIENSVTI
#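 Purified human 12hLO (150 nM final) in 25 mM Hepes, 0.01% Triton X-100, pH 7.0 was preincubated 15 min at room temperature with compound. Then 40 uM arachidonic acid was added, 30 min. Hydroperoxide was read by Fe-XO absorbance ratio 573/405 nm.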
# Pol iota inh = qHTS for Inhibitors of Polymerase Iota | 390,000 tested, 1% active | Potency, µM (top dose mostly 115 µM), for inactives: at the top dose activity, negative = inhibition, most hits filed as inhibitors | AID 588590, 2011 | DNA polymerase iota (Homo sapiens), Q9UNA4 | Pol iota fluorescent replication assay, 10 min; also: potency is read from the fitted curve at half-maximal effect
#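 Fluorescent replication assay read twice, at 0 min and 10 min after adding 50 nM (final) substrate. Enzyme (10 nM) and compounds were first incubated 15 min at room temperature; enzyme-free buffer wells were negative controls.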
# ERG Ets-DNA blk = qHTS for Small Molecule Inhibitors of the ERG Ets/DNA interaction; Transcriptional regulator ERG (Homo sapiens), P11308; fluorescence polarization, His-ERG Ets domain / labelled DNA; Potency, µM (series often up to 76.9 µM), inactives show at the highest dose FP activity, negative = inhibition, most hits filed as inhibitors; 370,000 tested, 0.028% active; AID 624246, 2012; active = well fitted inhibition curve with a large enough effect in the polarisation, with a control signal flat; inconclusive = small, poorly fitted or top-dose-only effect, or effect the other way, or a change in a side signal; inactive = no such curve, though single readings can be large or run the other way; the % refers to the polarisation;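 also: polarization taken with two DNA probes labelled with fluorescein and Texas red; potency is read from the fitted curve at half-maximal effect; % of control where 0% means no effect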
#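 His-tagged ERG Ets domain (1 uM in the protein solution; 300mM KCl, 50mM Tris-HCl, 1mM EDTA, 1mM DTT, pH 7.5) received compound, then a probe mix of 5 nM fluorescein-DNA and 100nM Texas-615-DNA. Fluorescence polarization was read for both dyes.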
# Numbers without * were called inactive; ? = inconclusive; nt = not tested or not shown; [ ] = another dose, or the depositor's remark. Unless noted, calls follow the shape of the dose curve; as a rule, active = well fitted curve in the direction sought with a large enough effect; inconclusive = small, poorly fitted or top-dose-only effect, or another doubt; inactive = no such curve, though single readings can be large; an effect the other way counts as inactive or inconclusive. These rows are one share of the data; count on the stated rates, not on these rows.
SMILES,Pol beta inh,BLM inh,Anesthetic bind,POLK inh,TRHR agonist,APE1 inh,ALOX12 inh,Pol iota inh,ERG Ets-DNA blk
Cc1ccc(NC(=O)CC(C(=O)O)c2ccccc2)cc1 (stereo not given),57%,-2%,-12%,-12%,0.5,?,12%,4%,-2%
CCOc1ccc(CNC(=O)CCn2c(=O)c3cccn3c3cccnc32)cc1,0%,-6%,0%,-21%,-1.5,nt,-9%,13%,-1%
O=C(N=NC(=O)c1ccc2c(O)n(CC3CCCO3)c(O)c2c1)c1cccnc1 (stereo not given),27%,-1%,6%,-5%,0.8,-4%,127%[activator],1%,-4%
CCN1CCN(C2=C(NS(=O)(=O)c3ccc(C)cc3)C(=O)c3ccccc3C2=O)CC1,-10%,-3%,-19%,3%,0.0,14%,-18%,?,5%
CCCCNC(=O)c1ccc(CS(=O)(=O)c2cccc(C(F)(F)F)c2)o1,1%,-2%,-15%,2%,-0.3,-4%,-8%,4%,8%
CCS(=O)(=O)N1Cc2ccccc2CC1C(=O)OCC(=O)Nc1ccc(SC(F)F)cc1 (stereo not given),-4%,-14%,-2%,-8%,1.9,-1%,?,2%,-4%
O=C(Nc1ccccc1)N1CCC(C(=O)N2CCN(Cc3ccccc3)CC2)CC1,nt,nt,nt,-3%,1.0,-16%,14%,8%,-6%[15.4 µM]
COc1cc(OC)c(OC)cc1/C=N/NC(=O)c1cnccn1,3%,-3%,-19%,-4%,0.5,-1%,-7%,14%,12%
O=C(NC(=S)Nc1ccc(Cl)cc1)c1cncc(Br)c1,nt,nt,nt,-2%,nt,nt,?,6%,14%
Cc1nc(SCC(=O)Nc2nsc(-c3ccc(C(C)(C)C)cc3)n2)c2c3c(sc2n1)CCCC3,-10%,-3%,1%,10%,0.3,nt,-14%,12%,3%
COc1ccc(C2=NN(CCC(=O)NCC3CCCO3)C(=O)CC2)cc1 (stereo not given),28%,1%,-8%,12%,-0.1,73%,11%,7%,1%
CCC(C)NC(=O)C1CC(c2cccc(OC)c2)=NO1 (stereo not given),17%,0%,-3%,-7%,-0.2,-2%,-7%,-18%,-4%
COc1cccc(CCc2nnc(CCC(=O)N(C)C3CC(C)(C)NC(C)(C)C3)o2)c1,26%,0%,-5%,2%,0.7,32%,-26%,-9%,6%
CCOCCCNC(=O)/C(C#N)=C/c1ccc(Cl)c([N+](=O)[O-])c1,4%,-5%,-20%,-6%,2.4,-2%,?,27%,15%
CC(C)CC(=O)Nc1ccccc1N1CCN(c2ccccc2)CC1,11%,-7%,-14%,-4%,-2.3,8%,-21%,29%,-9%

# Looked up by structure from the entries so far (three):
SMILES,Pol beta inh,BLM inh,Anesthetic bind,POLK inh,TRHR agonist,APE1 inh,ALOX12 inh,Pol iota inh,ERG Ets-DNA blk
O=C(Nc1ccccc1)N1CCC(C(=O)N2CCN(Cc3ccccc3)CC2)CC1,nt,nt,nt,-3%,1.0,-16%,14%,8%,-6%[15.4 µM]
CCS(=O)(=O)N1Cc2ccccc2CC1C(=O)OCC(=O)Nc1ccc(SC(F)F)cc1 (stereo not given),-4%,-14%,-2%,-8%,1.9,-1%,?,2%,-4%
Cc1ccc(NC(=O)CC(C(=O)O)c2ccccc2)cc1 (stereo not given),57%,-2%,-12%,-12%,0.5,?,12%,4%,-2%

# Next compounds.
SMILES,Pol beta inh,BLM inh,Anesthetic bind,POLK inh,TRHR agonist,APE1 inh,ALOX12 inh,Pol iota inh,ERG Ets-DNA blk
COc1ccc(N2CCN(C(=O)C(C)(C)Oc3ccc(Cl)cc3)CC2)cc1,14%,0%,-11%,-11%,0.0,?,-58%,5%,3%
Nc1nc(N)nc(-c2ccccc2)n1,?,2%,5%,-9%,0.8,-4%,-4%,-21%,-10%
CCOc1ccc(C2Nc3ccc4ccccc4c3-c3c2c(=O)oc2ccccc32)cc1 (stereo not given),-1%,-6%,-7%,-11%,0.2,2%,-15%,-17%,nt
CCc1ccc(NC(=O)[C@H](CSCc2ccccc2)N2Cc3ccccc3C2=O)cc1,-2%,-3%,9%,-24%,0.8,nt,-21%,23%,5%
O=c1[nH]c(C2CCCN(S(=O)(=O)c3ccc(F)cc3)C2)nc2c1nnn2Cc1ccc(F)cc1 (stereo not given),27%,-7%,-14%,-4%,-0.1,1%,-18%,-6%,2%
CC1Sc2ccc(S(=O)(=O)N3CCC(C(=O)NCCc4ccccc4)CC3)cc2NC1=O (stereo not given),-1%,0%,-1%,-7%,0.3,21%,-8%,-21%,-3%
CN1CCC(NC(=O)Nc2cccc(C(F)(F)F)c2)CC1,4%,-4%,-6%,-14%,0.7,4%,-16%,-9%,-5%
CCOC(=O)C1(C)C=C(Nc2ccc(C)cc2)C(=O)N1c1ccccc1 (stereo not given),2%,-6%,-11%,-23%,-0.4,nt,-7%,20%,7%
O=C(O)CCc1ccc(S(=O)(=O)Nc2ccccc2C(=O)NCCc2ccccc2)cc1,7%,1%,-6%,4%,0.3,-9%,?,25%,0%
O=C(c1cc(-c2ccc(Br)cc2)nc2ccccc12)N1CCN(c2ccccc2O)CC1,nt,nt,nt,-12%,-1.4,-18%,-29%,6%,-4%
O=C(NNS(=O)(=O)c1ccc(Br)cc1)c1cccs1,21%,-7%,-12%,-4%,0.3,0%,?,6%,-6%
Cc1ccccc1COC(=O)c1cc([N+](=O)[O-])ccc1N1CCOCC1,4%,-5%,?,-11%,0.3,0%,0%,-14%,-3%
CCOc1ccc(OCC(=O)Nc2cc3c(cc2C(=O)O)OCCCO3)cc1,-4%,-3%,-3%,-15%,-0.3,49%,-26%,-5%,10%
c1ccc(COc2ccc(-c3csnn3)cc2)cc1,?,-7%,-7%,-15%,0.7,-4%,nt,5%,3%
O=C(NCC(c1ccco1)N1CCCC1)c1ccc(Cl)cc1 (stereo not given),22%,-3%,-6%,-15%,0.1,-2%,-15%,31%[activator],-3%
COC(=O)c1cc(C(=O)NNC(=O)c2ccc3c(c2)OCO3)cc([N+](=O)[O-])c1,nt,nt,nt,-21%,-0.5,-9%,181%[activator],?,-17%
Cc1cc(N2CCC(C)CC2)nc2ccc(NC(=O)CCC(=O)N3CCN(c4cccc(C(F)(F)F)c4)CC3)cc12,-18%,-5%,261%[activator],-18%,0.3,nt,7%,11%,4%
C/C(=N/NC(=O)c1ccc(C(C)(C)C)cc1)c1cccnc1,nt,nt,nt,-11%,nt,nt,137%[activator],-5%,5%
COc1ccc(-c2cc(N)n(S(=O)(=O)Cc3ccccc3)n2)c(OC)c1,1%,-2%,4%,-6%,-0.7,-5%,-4%,7%,?
O=C(CNC(=O)C1COc2ccccc2O1)N/N=C\c1ccc(Cl)cc1 (stereo not given),-1%,-4%,?,-7%,0.7,1%,14%,17%,4%
COc1ccc(OC)c(S(=O)(=O)N2CCCCC2C(=O)O)c1 (stereo not given),5%,-3%,-8%,-2%,-0.3,1%,0%,27%,-1%
O=C(Nc1ccc(Cl)c(S(=O)(=O)N2CCCCC2)c1)c1cccnc1,nt,nt,nt,-3%,5.8,39%,-1%,-21%,13%
CCOC(=O)COc1ccc(F)cc1C(=O)c1ccn2nc(-c3ccc(C)cc3)cc2n1,4%,-3%,-9%,-6%,0.2,nt,-12%,12%,5%
CCCCc1ccc(CC(=O)O)cc1,-2%,-2%,-15%,-23%,2.2,14%,?,20%,-12%
CC1CCCCN1CCCNC(=O)Cn1c(=O)c2cccn2c2ccccc21 (stereo not given),-8%,-1%,-1%,12%,0.9,29%,-1%,-17%,-2%
COc1ccc(-c2nnc(N3CCCCC3)c3ccccc23)cc1,37%,-2%,5%,-11%,-0.2,-1%,-33%,14%,5%
Cc1onc(-c2ccccc2)c1C(=O)NC(C)C,-12%,3%,-2%,-6%,1.7,-1%,1%,9%,0%
CC(=O)c1c(N2CCN(c3ccc(F)cc3)CC2)nc(=S)n(Cc2ccccc2)c1C,-1%,3%,-14%,-12%,-0.2,3%,?,2%,1%
Cc1cccc(OCc2nnc(SCC(=O)NCC3CCCO3)n2C)c1 (stereo not given),32%,-2%,-7%,5%,-0.4,18%,-1%,47%[activator],-1%
CCOC(=O)c1ccccc1NC(=O)COc1ccccc1-c1nnc(-c2ccccc2)o1,65%,-3%,63%[activator],20%,-0.8,nt,-7%,6%,-3%
CSC1=NCCN1C(=O)C(C)(C)Oc1ccc(Cl)cc1,nt,nt,nt,-13%,nt,nt,-14%,5%,-5%
O=C(NCc1ccccn1)C(=O)NCC1OCCN1S(=O)(=O)c1ccc(Br)cc1 (stereo not given),29%,-8%,-7%,-10%,-1.5,5%,1%,7%,-5%
CC(=O)C1=NN(c2ccccc2)C(c2ccc3c(c2)OCO3)N1c1ccc(N2CCOCC2)cc1 (stereo not given),-1%,-6%,-1%,-16%,-0.2,5%,46%[activator],10%,-4%
Cc1ccc(CNC(=O)C2CCCC2)cc1,nt,nt,nt,2%,nt,nt,?,19%,-6%
CCCC(=O)Nc1ccc(C(=O)COC(=O)C2CC2C)cc1 (stereo not given),nt,nt,nt,-3%,0.1,7%,0%,-18%,-8%
CCOc1ccc(S(=O)(=O)Nc2ccc(F)cc2)c(C)c1C,-21%,-19%,-12%,-13%,-0.6,?,?,-11%[58.9 µM],-3%
